ARNT-TACC3 inh: disruptors of ARNT/TACC3 protein interaction, primary screen, biochemical, AlphaScreen, single concentration; AlphaScreen His-ARNT PAS-B/GST-TACC3 binding, luminescence; TACC3 fragment carries E629A point mutation; inhibition, % at 9.99 µM; 390,000 tested, 0.66% active;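 active = mean inhibition of replicates at least 50% and at least half of replicates each reaching 50%; inconclusive = half or more replicates reach 50% but mean below 50%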;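 also: 0% = complete ARNT plus TACC3 wells and 100% = ARNT alone without TACC3; many hits fall short of the cut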
ERp5 inh: inhibitors of ERp5-driven insulin aggregation, primary screen, biochemical, turbidity, absorbance 650 nm, single point | 350,000 tested, 0.05% active | 90 min | AID 651711, 2012 | inhibition, % at 9.99 µM | Protein disulfide-isomerase A6 (Homo sapiens), Q15084;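 active = mean replicate inhibition above about 25%, with every replicate also reaching it, limit read from the data, passing the limit was not always enough; inconclusive = only one of those two criteria met; inactive = neither criterion met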
Target sequence (Q15084 whole entry, looked up): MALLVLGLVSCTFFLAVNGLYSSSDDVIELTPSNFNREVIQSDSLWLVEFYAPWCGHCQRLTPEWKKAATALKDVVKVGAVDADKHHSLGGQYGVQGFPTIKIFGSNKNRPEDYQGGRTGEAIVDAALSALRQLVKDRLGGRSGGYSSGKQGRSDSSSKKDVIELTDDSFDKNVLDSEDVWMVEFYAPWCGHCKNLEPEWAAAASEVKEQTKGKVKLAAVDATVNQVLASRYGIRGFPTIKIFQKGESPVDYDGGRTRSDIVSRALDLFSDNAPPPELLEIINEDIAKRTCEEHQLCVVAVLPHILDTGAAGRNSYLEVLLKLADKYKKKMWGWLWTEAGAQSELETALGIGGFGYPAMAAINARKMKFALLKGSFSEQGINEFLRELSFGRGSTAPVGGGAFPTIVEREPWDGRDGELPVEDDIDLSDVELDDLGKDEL
Cneo AK release: Cryptococcus neoformans cell lysis inducers, primary screen, AK release luminescence, single concentration; C. neoformans lysis, adenylate kinase release luminescence, 4 h; normalised: neutral wells 0, clomiphene wells 100; lysis activity, % at 15 µM; 360,000 tested, 0.2% active; AID 651654, 2012;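 active = mean lysis activity across replicates of at least 80%, whatever share of replicates individually reach that level; inactive = mean lysis activity below 80%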
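Signal: Adenylate kinase release luminescence | Assay system: Log-phase Cryptococcus neoformans yeast cells | Input: Cells at 5 × 10^6 per mL | Buffer or medium: Fresh YPD growth medium | Compound: Single dose | Schedule: Static 4 h at 37 °C with compound, 1 h detection | Controls: Clomiphene | Read-out: Luminescence rise reflecting yeast cell lysis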
miR-122 sensor: miR-122 Renilla sensor signal increase in Huh7, primary screen, miR-122 inhibitor project, cell-based, single point, plate reader; Huh7 miR-122 Renilla luciferase sensor, 48 h; neutral wells = 0, positive control = 100; activation (reporter increase), % at 12.5 µM; 340,000 tested, 0.3% active;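 active = mean replicate activation score at least 90 and every replicate individually at or above 90; inconclusive = only one of the two criteria met; inactive = neither criterion met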;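 also: higher luciferase means less miR-122 activity so hits act as miR-122 inhibitors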
SIRT5 inh: SIRT5 desuccinylase inhibitors, primary screen, biochemical, fluorescence imaging, single point, set 5; NAD-dependent protein deacylase sirtuin-5, mitochondrial (Homo sapiens), Q9NXA8; Purified SirT5, succinyl-peptide AMC, trypsin-coupled fluorescence; inhibition, % at 15 µM; 330,000 tested, 1.1% active; AID 652115, 2013; in the data active = inhibition above about 15%; inconclusive = no clear call, values can overlap the other calls
Target sequence (Q9NXA8 whole entry, looked up): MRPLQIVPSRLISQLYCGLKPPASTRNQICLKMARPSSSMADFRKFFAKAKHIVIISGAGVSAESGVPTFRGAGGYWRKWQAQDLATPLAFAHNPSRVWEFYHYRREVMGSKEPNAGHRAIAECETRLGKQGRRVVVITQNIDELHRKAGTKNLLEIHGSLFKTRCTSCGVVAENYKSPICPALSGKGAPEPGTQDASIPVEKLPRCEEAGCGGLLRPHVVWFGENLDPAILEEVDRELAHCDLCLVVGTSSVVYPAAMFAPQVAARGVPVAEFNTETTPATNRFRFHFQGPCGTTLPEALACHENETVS
Statin myotox sup: suppressors of statin myotoxicity in C2C12 myotubes, primary screen, cell-based, single point, plate reader. rescue of ATP level, % at 7.49 µM. 330,000 tested, 0.78% active. AID 602340, 2012. C2C12 myotubes + simvastatin, ATP luminescence, 48 h; scaled: DMSO 0, geranylgeraniol control 100;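 active = mean ATP rescue above about 67%, or every replicate alone reaching that limit, limit read from the data, passing the limit was not always enough; inconclusive = no clear call, values can overlap the other calls; inactive = mean under the limit and some replicate under it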;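 also: myotubes were challenged with 10 µM simvastatin during compound exposure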
esBAF inh: Bmi1 luciferase reporter increase in mESCs, primary screen, esBAF inhibitor project, mouse ES cells, Bmi1 luciferase knock-in, single point; 24 h; 100% = twice the neutral-well signal; reporter increase, % at 12.5 µM; 350,000 tested, 2% active; in the data active = activation above about 40%; inconclusive = no clear call, values can overlap the other calls;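 also: 0% = median of the plate's neutral control wells and 100% = double that signal; a rise in the Bmi1 reporter signal indicates esBAF inhibition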
* marks the source's active call; other numbers are inactive results; [ ] = dose if it differs, or a comment.

`Cn1c(=O)n(Cc2ccccc2)c(=O)c2c1nc1n2CCCN1CCc1ccccc1` gave ARNT-TACC3 inh 14, Cneo AK release -16, miR-122 sensor 1, Statin myotox sup -38 and esBAF inh -6.
CCOC(=O)C1=C(CC)Nc2ccccc2N/C1=N\S(=O)(=O)c1cccc(C(C)=O)c1 was read as ARNT-TACC3 inh -5, ERp5 inh -11, Cneo AK release 3, miR-122 sensor -7, SIRT5 inh 1, Statin myotox sup 2 and esBAF inh -3.
For Nc1nonc1-n1nnc(C(=O)N/N=C/c2ccccc2O)c1CN1CCCC1 the results were ERp5 inh 5, Cneo AK release 1, Statin myotox sup 0 and esBAF inh -2.
For c1ccc2c(c1)COc1c3cc4c(cc3nn1-2)OCO4 the results were ERp5 inh -1, Cneo AK release -16, miR-122 sensor 2, SIRT5 inh -1, Statin myotox sup -23 and esBAF inh 25.
CCS(=O)(=O)Nc1cccc(-c2nc3cccnc3s2)c1C was read as ARNT-TACC3 inh -7, ERp5 inh -2, Cneo AK release 1, SIRT5 inh -2, Statin myotox sup -4 and esBAF inh inconclusive.
`CO[C@@H]1CN(C)C(=O)c2cc(NS(C)(=O)=O)ccc2OC[C@H](C)N(Cc2cccnc2)C[C@H]1C` gave miR-122 sensor 13[16.7 µM], Statin myotox sup -9 and esBAF inh -6.
Screening CN1CCN(C(=O)c2ccc3c(Cl)c4c(nc3c2)CCCC4)CC1 returned ARNT-TACC3 inh 6, ERp5 inh -3, Cneo AK release -1, miR-122 sensor 13, SIRT5 inh -7, Statin myotox sup -7 and esBAF inh -2.
For CN(C)C(=O)C[C@@H]1C[C@@H]2c3cc(NC(=O)c4cccnc4)ccc3O[C@@H]2[C@H](CO)O1 the results were ARNT-TACC3 inh 5, ERp5 inh 6, Cneo AK release -1, miR-122 sensor -2[16.7 µM], SIRT5 inh 0, Statin myotox sup 5 and esBAF inh 2.
Screening CCc1ccc(S(=O)(=O)Nc2cc(SCC(=O)O)c(O)c3ccccc23)cc1 returned ERp5 inh 0, miR-122 sensor 1 and SIRT5 inh 1.
Screening COCC(=O)Nc1ccc2c(c1)OC[C@H](C)N(Cc1ccccc1OC)C[C@H](C)[C@H](OC)CN(C)C2=O returned ARNT-TACC3 inh -8, ERp5 inh 1, Cneo AK release -1, SIRT5 inh 9, Statin myotox sup 2 and esBAF inh -1.
Screening O=C(Nc1ccc(F)cc1)N1[C@@H](CO)[C@@H]2c3ccccc3NC[C@@H]21 returned ARNT-TACC3 inh -5, ERp5 inh -1, Cneo AK release -1, miR-122 sensor -29[16.7 µM], SIRT5 inh 1, Statin myotox sup 8 and esBAF inh 3.
For COc1ccc(S(=O)(=O)Nc2nnc(CC(C)(C)C)s2)cc1 the results were ARNT-TACC3 inh -4, ERp5 inh 5 and SIRT5 inh 3.
CCC(=O)N1C[C@H](C)[C@@H](OC)CN(C)C(=O)c2cc(NC(=O)Nc3ccc(Cl)cc3)ccc2OC[C@@H]1C was read as ARNT-TACC3 inh -3, ERp5 inh 2, Cneo AK release -1, miR-122 sensor -1[16.7 µM], SIRT5 inh 12, Statin myotox sup 11 and esBAF inh -1.
Cc1ccc(S(=O)(=O)Nc2ccc3c(c2)CC(=O)N([C@H](C)CO)C[C@@H](C)[C@H](CN(C)Cc2ccc(C(F)(F)F)cc2)O3)cc1 was read as miR-122 sensor -4[16.7 µM], Statin myotox sup 110* and esBAF inh 4.
For Cc1c(C(=O)Nc2ccc(F)cc2)oc2ccc(S(=O)(=O)N3CCC4(CC3)OCCO4)cc12 the results were Cneo AK release 0, miR-122 sensor 3, Statin myotox sup -22 and esBAF inh -7.
`CCn1cc(CN2CCCC(CNC(=O)COc3ccccc3OC)C2)c(C)n1` (stereo unspecified) gave ARNT-TACC3 inh 0, Cneo AK release 6, miR-122 sensor -2, SIRT5 inh -4, Statin myotox sup 0 and esBAF inh -3.
`Cc1nn(C)cc1CNC(=O)c1cnn2c1NC(c1ccc(Br)cc1)CC2C(F)(F)F` (stereo unspecified) gave ARNT-TACC3 inh -7, Cneo AK release -1, miR-122 sensor 2, Statin myotox sup 12 and esBAF inh -1.
CC1Cc2ccccc2N1C(=O)C1CCN(S(=O)(=O)c2cccs2)CC1 (stereo unspecified) was read as ARNT-TACC3 inh 0, Cneo AK release 1, miR-122 sensor -4, Statin myotox sup -60 and esBAF inh 5.
CC(C)NC(=O)Nc1cccc2c1O[C@H](CN(C)C(=O)NC(C)C)[C@H](C)CN([C@H](C)CO)C2=O was read as ARNT-TACC3 inh -21, ERp5 inh -2, Cneo AK release -1, miR-122 sensor 0[16.7 µM], SIRT5 inh -1, Statin myotox sup 12 and esBAF inh -2.
Screening COc1ccc(S(=O)(=O)Nc2ccc3c(c2)C(=O)N([C@H](C)CO)C[C@@H](C)[C@H](CN(C)Cc2ccc(C(F)(F)F)cc2)OCCCC[C@H](C)O3)cc1 returned ARNT-TACC3 inh 7, ERp5 inh 4, Cneo AK release 68, miR-122 sensor -16[16.7 µM], SIRT5 inh 15* and esBAF inh -10.
Screening COc1ccc(NC2=CC(=O)CC(c3ccc(C)cc3)C2)c(OC)c1 (stereo unspecified) returned ARNT-TACC3 inh 1, Cneo AK release 0, miR-122 sensor 7, Statin myotox sup 10 and esBAF inh -14.
`Cc1cc(C(=O)NCCCc2ccccc2)no1` gave ARNT-TACC3 inh -3, ERp5 inh -9, Cneo AK release 3, miR-122 sensor -8, SIRT5 inh 14, Statin myotox sup 8 and esBAF inh 6.
Cc1cccc(-c2oc3ccc(-c4ccc5c(c4)OCO5)cc3c2C(=O)OCc2ccc(O)cc2)c1 was read as ARNT-TACC3 inh 30, ERp5 inh 0, Cneo AK release 3, miR-122 sensor -1, SIRT5 inh -8, Statin myotox sup -1 and esBAF inh -5.
For O=C1CCCC2=C1C(c1cccs1)n1nc(SCc3ccccc3)nc1N2 (stereo unspecified) the results were ARNT-TACC3 inh 1, Cneo AK release -3, miR-122 sensor 0, Statin myotox sup -3 and esBAF inh 3.
`C[C@@H]1CCCCO[C@H](CN(C)C(=O)CCC(F)(F)F)[C@H](C)CN([C@H](C)CO)C(=O)c2cc(NS(=O)(=O)c3ccc(F)cc3)ccc2O1` gave ARNT-TACC3 inh 12, ERp5 inh 4, Cneo AK release 3, miR-122 sensor -5[16.7 µM], SIRT5 inh 7 and esBAF inh -1.
For Nc1n[nH]c2c1C1(CCCC1)Cc1ccccc1-2 the results were ARNT-TACC3 inh 0, Cneo AK release -22, miR-122 sensor 4, Statin myotox sup -27 and esBAF inh -1.
`Cc1ccc(S(=O)(=O)N2CCOCC2)cc1NC(=O)COC(=O)Cc1cccs1` gave ARNT-TACC3 inh 31, ERp5 inh 8, miR-122 sensor -4, SIRT5 inh -2, Statin myotox sup 2 and esBAF inh -5.
Screening COCC(=O)N1C[C@@H]2[C@H](c3ccccc31)[C@@H](CO)N2C(=O)C1CCCCC1 returned ARNT-TACC3 inh -3, ERp5 inh -4, Cneo AK release 0, miR-122 sensor -11[16.7 µM], SIRT5 inh -5, Statin myotox sup 8 and esBAF inh -1.
`Cc1ccc(C(NC(=O)c2cccc(S(=O)(=O)N3CCN(C)CC3)c2)c2ccccc2)cc1` (stereo unspecified) gave ARNT-TACC3 inh 6, ERp5 inh 0, Cneo AK release 0, miR-122 sensor 3, SIRT5 inh 0, Statin myotox sup 19 and esBAF inh -2.
c1ccc(COc2ccc(OCCN3CCCCC3)cc2)cc1 was read as ERp5 inh -3, Cneo AK release 2, miR-122 sensor 15 and SIRT5 inh -3.
For Cc1noc(C)c1C(=O)N1CCN(Cc2ccccc2)CC1 the results were ARNT-TACC3 inh -1, Cneo AK release 1, miR-122 sensor 8 and esBAF inh 2.
For CC(C)N(C(=O)[C@H]1C[C@H](CC(=O)NCCCN(C)C)C(=O)N2CCc3c([nH]c4cc(CCC(=O)N(C)C)ccc34)[C@]12C)C(C)C the results were ARNT-TACC3 inh -2, ERp5 inh 0, Cneo AK release 2, miR-122 sensor 10, SIRT5 inh -3, Statin myotox sup 1 and esBAF inh -8.
`COCCNC(=O)C[C@H]1CC[C@@H]2[C@H](COC[C@H](O)CN2C(=O)Nc2ccccc2OC)O1` gave ARNT-TACC3 inh -4, ERp5 inh -3, Cneo AK release 1, miR-122 sensor -1[16.7 µM], SIRT5 inh -1, Statin myotox sup -17 and esBAF inh 0.
For COc1ccccc1C(=O)NC(=O)COc1ccc(Cl)cc1Cl the results were ARNT-TACC3 inh -2, ERp5 inh 9, miR-122 sensor -5, SIRT5 inh -10, Statin myotox sup -1 and esBAF inh -4.
`COc1cccc(-c2ocnc2C(=O)Nc2ccc3c(c2)CCC3)c1` gave ARNT-TACC3 inh -2, ERp5 inh 1, Cneo AK release 0, miR-122 sensor 4, SIRT5 inh -2, Statin myotox sup 3 and esBAF inh 9.
For OC[C@@H]1CN(CCN2CCOCC2)C[C@H](n2cnc3c(N4CCOCC4)ncnc32)O1 the results were ERp5 inh 3, Cneo AK release 4, miR-122 sensor 1, SIRT5 inh 1, Statin myotox sup 4 and esBAF inh -12.

Random excerpt: four entries already listed.
`COc1cccc(-c2ocnc2C(=O)Nc2ccc3c(c2)CCC3)c1` gave ARNT-TACC3 inh -2, ERp5 inh 1, Cneo AK release 0, miR-122 sensor 4, SIRT5 inh -2, Statin myotox sup 3 and esBAF inh 9.
Screening COCC(=O)N1C[C@@H]2[C@H](c3ccccc31)[C@@H](CO)N2C(=O)C1CCCCC1 returned ARNT-TACC3 inh -3, ERp5 inh -4, Cneo AK release 0, miR-122 sensor -11[16.7 µM], SIRT5 inh -5, Statin myotox sup 8 and esBAF inh -1.
For Cc1noc(C)c1C(=O)N1CCN(Cc2ccccc2)CC1 the results were ARNT-TACC3 inh -1, Cneo AK release 1, miR-122 sensor 8 and esBAF inh 2.
`Cc1ccc(C(NC(=O)c2cccc(S(=O)(=O)N3CCN(C)CC3)c2)c2ccccc2)cc1` (stereo unspecified) gave ARNT-TACC3 inh 6, ERp5 inh 0, Cneo AK release 0, miR-122 sensor 3, SIRT5 inh 0, Statin myotox sup 19 and esBAF inh -2.

(list continues)
Screening CNC(=O)c1ccc(CN(C)C(=O)c2cccc(S(=O)(=O)N3CCc4ccccc4C3)c2)cc1 returned ERp5 inh 1, Cneo AK release 0, miR-122 sensor -1, Statin myotox sup -1 and esBAF inh 1.
O=C(C1CCCO1)N1CCN(c2ncccn2)CC1 (stereo unspecified) was read as ARNT-TACC3 inh 14, Cneo AK release -2, miR-122 sensor -18 and esBAF inh -11.
For COc1ccc(NC(=O)N2C[C@H](O)COC[C@@H]3O[C@H](CC(=O)NC4Cc5ccccc5C4)CC[C@H]32)cc1 the results were ARNT-TACC3 inh 11, ERp5 inh 2, Cneo AK release -2, miR-122 sensor 3[16.7 µM], SIRT5 inh -2, Statin myotox sup -1 and esBAF inh -3.
N/C(=N\OC(=O)c1cccc(C(F)(F)F)c1)c1cnccn1 was read as ERp5 inh 4, Cneo AK release -1, SIRT5 inh -4, Statin myotox sup 0 and esBAF inh 30.

Compound activity from PubChem BioAssay.
